MLLE-PAM2 inh: inhibitors of PABP1 MLLE–PAM2 peptide binding, primary screen, biochemical, fluorescence polarization, FITC-PAM2, GST-MLLE | 0.36% of 360,000 active | Polyadenylate-binding protein 1 (Homo sapiens), P11940 | inhibition, % at 20 µM | AID 588489, 2011; in the data active = inhibition above about 35%, passing the limit was not always enough;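 also: plate controls were DMSO wells with GST-MLLE for no effect and wells lacking GST-MLLE protein for full effect; some results filed as inactive read as strong as hits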
Target sequence (P11940 whole entry, looked up): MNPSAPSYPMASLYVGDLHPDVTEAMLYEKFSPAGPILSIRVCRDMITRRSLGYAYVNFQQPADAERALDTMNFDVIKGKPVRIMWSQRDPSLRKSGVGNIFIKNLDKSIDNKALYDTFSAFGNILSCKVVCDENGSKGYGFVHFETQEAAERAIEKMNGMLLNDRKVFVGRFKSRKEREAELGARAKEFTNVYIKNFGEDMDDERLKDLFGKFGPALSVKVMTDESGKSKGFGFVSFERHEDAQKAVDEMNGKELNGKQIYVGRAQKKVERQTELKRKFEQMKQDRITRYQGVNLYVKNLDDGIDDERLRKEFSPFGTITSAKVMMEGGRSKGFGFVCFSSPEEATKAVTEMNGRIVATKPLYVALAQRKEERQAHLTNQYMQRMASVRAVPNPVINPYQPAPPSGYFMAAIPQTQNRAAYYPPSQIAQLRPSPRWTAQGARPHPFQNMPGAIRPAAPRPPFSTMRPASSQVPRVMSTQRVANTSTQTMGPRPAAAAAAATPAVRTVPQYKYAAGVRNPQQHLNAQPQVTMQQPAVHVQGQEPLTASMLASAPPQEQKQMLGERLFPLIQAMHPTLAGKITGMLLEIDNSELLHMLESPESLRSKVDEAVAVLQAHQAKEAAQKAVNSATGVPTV
CendR NRP1 mod: modulators of CendR peptide binding to NRP-1, primary screen, biochemical, fluorescence polarization, uHTS; Neuropilin-1 (Homo sapiens), O14786; FAM-RPARPAR peptide binding to NRP-1; inhibition, % at 25 µM; 0.85% of 360,000 active;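 active = inhibition or corrected inhibition above about 18%, plus a signal ratio from 0.5 to 1.5, limit read from the data, passing the limit was not always enough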; also: strong numbers were not always called active
MT1-MMP act inh: blockers of MT1-MMP proenzyme processing, primary screen, HT1080 RFP-PRO-GFP cells, GFP/RFP fluorescence; Matrix metalloproteinase-14 (Homo sapiens), P50281; GFP/RFP ratio fluorescence, overnight; percent of plate control window, DMSO zero; GFP/RFP ratio change, % at 20 µM; 0.061% of 360,000 active; AID 651647, 2012;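 active = GFP/RFP ratio change of at least 30% with cell ATP level not reduced by more than half and red fluorescence within 50% of control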; also: strong numbers were not always called active
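Material: RFP-PRO-GFP reporter HT1080 cells. Dosing: single-point 20 µM compound, 1% DMSO. Controls: DMSO and RFP-L50D-GFP cell wells. Timing: cells overnight before dosing, compound overnight, 37 °C, 5% CO2. Measure: GFP/RFP fluorescence ratio.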
MsrA inhibitor: bovine MsrA enzyme inhibitors, primary screen, biochemical, absorbance, HTS; AID 651718, 2012; 0.75% of 360,000 active; purified bovine MsrA, absorbance read-out; inhibition, % at 15.5 µM; in the data active = inhibition above about 4.5%;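 also: 0% = vehicle wells with enzyme and 100% = reference inhibitor wells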
TbMetRS inhib: T. brucei MetRS inhibitors, primary screen, biochemical, luminescence; AID 624268, 2012; 0.4% of 360,000 active; methionyl-tRNA synthetase (Trypanosoma brucei brucei); purified T. brucei MetRS, ATP depletion, Kinase-Glo luminescence; inhibition, % at 11.9 µM;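 active = inhibition above a per-plate cutoff of the control wells' mean inhibition plus 3 SD, cut at about 5.5% in these data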;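 also: 0% = DMSO wells median and 100% = median of wells with control inhibitor compound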
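technique = Kinase-Glo luminescence, ATP depletion format | system = purified MetRS (methionyl-tRNA synthetase) enzyme from Trypanosoma brucei | timing = 15 min preincubation, 2 h reaction, all 25 °C | evaluation = percent inhibition versus plate control medians | dosing = single dose, 11.9 µM final nominal, 0.9% final DMSO | also added = substrates ATP, L-methionine and bulk Escherichia coli tRNA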
E coli Lon inh: inhibitors of E. coli Lon protease, primary screen, biochemical, fluorescence polarization. purified E. coli Lon protease. inhibition, % at 7.94 µM. 0.42% of 360,000 active; in the data active = inhibition above about 13%, passing the limit was not always enough;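 also: 0% = enzyme with probe and DMSO and 100% = no enzyme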
FAS TE block: FAS thioesterase domain inhibitors, primary screen, biochemical, fluorescence intensity, uHTS; recombinant FAS-TE, OMFH fluorogenic substrate, fluorescence endpoint; 0.67% of 360,000 active; inhibition, % at 15 µM;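 active = compounds whose normalised, plate-corrected inhibition of enzyme fluorescence in the single-dose primary screen is 50% or more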;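 also: 0% = DMSO with enzyme and 100% = substrate without enzyme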
SKN-1 inh: suppressors of acrylamide-induced Pgst-4::GFP reporter in worms, primary screen, SKN-1 inhibitor project, whole organism, uHTS, GFP/RFP fluorescence ratio, strain VP596; C. elegans VP596 Pgst-4::GFP/RFP ratio, 24 h; inhibition, % at 21.8 µM; 0.49% of 360,000 active; AID 624304, 2012;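 active = interference check ratio from 0.5 to 1.5 plus GFP to RFP signal ratio inhibition reaching or exceeding a fixed threshold, cut at about 30% in these data, passing the limit was not always enough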; also: some compounds called inactive have numbers as strong as hits
MsrA act: bovine MsrA enzyme activators, primary screen, biochemical, absorbance, HTS; Methionine sulfoxide reductase A (Bos taurus); purified bovine MsrA, absorbance read-out; activation, % at 10.6 µM; 0.3% of 360,000 active; AID 602163, 2012; in the data active = activation above about 7.5%;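 also: 0% = vehicle and 100% = reference activator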
The depositor's hits bear a star; · = not tested or not shown.

SMILES	MLLE-PAM2 inh	CendR NRP1 mod	MT1-MMP act inh	MsrA inhibitor	TbMetRS inhib	E coli Lon inh	FAS TE block	SKN-1 inh	MsrA act
Cc1cc(=O)oc(C)c1C(=O)NCc1ccccc1	16	0	-7	-0.8	0.6	-1	-2	29	-3
Cc1cccc(-n2nc(C)cc2N)c1	11	6	-4	1.6	-2.0	-2	-6	-6	-13
C/C(=N\N1CCN(C)CC1)c1ccc(OC(F)F)cc1	6	2	1	2.7	0.2	-3	-3	-3	-3
COc1cccc(O[C@@H]2O[C@@H]3COC(C)(C)O[C@H]3[C@H](O)[C@H]2NC(C)=O)c1	3	7	-3	0.2	-0.3	-5	-7	-19	-3
O=C(O)COc1ccccc1/C=N/NC(=O)Cc1ccccc1	1	9	0	1.4	0.2	1	0	13	-3
Fc1ccc(Nc2cccc3nccnc23)cc1	3	-14	2	0.8	-0.2	-4	2	45*	-7
CC(=O)Nc1ccc(-c2ccnc3c2CC(C(=O)NCc2ccccc2)O3)cc1 (stereo unspecified)	-1	-4	14	-0.6	-0.2	-7	-2	-9	-2
O=C(NCc1ccc(Cl)cc1)c1cnn2ccccc12	18	-4	-2	0.4	0.2	-6	2	14	0
CC(C)OCCCNC(=O)C(=O)NCCCOC(C)C	4	-3	3	0.6	-1.7	-9	-12	1	-5
O=C(COC(=O)CNC(=O)c1ccc(Br)cc1)NCCC1=CCCCC1	1	13	3	0.2	0.7	-6	-2	5	-2
CCn1nc(NS(=O)(=O)c2ccccc2)c2cc3cccc(C)c3nc21	-4	-14	-6	0.6	-0.2	2	-3	11	-2
CCc1ccc(/C=N/NC(=O)C(=O)NCCCN2CCOCC2)cc1	-16	-2	1	-0.3	-0.5	-9	-3	-2	-4
CCc1ccc(OCC(=O)NNC(=O)CNC(=O)c2ccc(Br)o2)cc1	-7	-6	5	0.5	-0.2	-8	-4	20	-1
CCOC(=O)C1=C(C)N=c2s/c(=C\c3cccc(OCC(=O)O)c3)c(=O)n2C1c1ccccc1 (stereo unspecified)	-130	-20	-4	0.4	-0.1	-1	10	1	-1
Cc1ccccc1-c1nnc(-c2ccccc2)o1	2	-8	-4	-0.4	-0.1	4	5	17	0
COc1ccccc1OCc1cc(C(=O)NCCN2CCCC(O)C2)no1 (stereo unspecified)	-2	0	-1	-1.4	-0.5	-10	-4	7	-3
Cc1ccc(C(=O)OCC(=O)NNC(=O)c2ccccc2)c(O)c1	-4	2	-5	-1.3	-0.2	15	-7	-4	-4
Cc1nc(CN2CCOCC2)cc(=O)[nH]1	2	9	11	-0.1	-0.2	-3	-6	17	0
Cc1ccc(CNC(=O)C2CC(=O)N(C3CCCCCCC3)C2)cc1 (stereo unspecified)	6	-9	2	0.5	-0.4	9	0	2	1
COc1ccc(S(=O)(=O)N(C)C[C@H]2OCCCC[C@@H](C)Oc3ccc(N(C)C)cc3C(=O)N([C@H](C)CO)C[C@@H]2C)cc1	7	-9	-1	-0.3	2.9	-1	4	1	-1
COc1ccc(C2C(C#N)=C(N)OC3=C2C(=O)CCC3)cc1Cn1nc(C)c([N+](=O)[O-])c1C (stereo unspecified)	16	1	-4	0.6	-0.7	3	8	11	-8
CCCN1CCC(=O)N([C@H](CSc2ccccc2)CC(C)C)CC1	17	1	1	-0.4	-0.2	-4	-3	25	1
O=c1oc(-c2cccs2)nc2ccccc12	-9	8	·	1.7	-1.1	-8	10	-19	-12
O=C1CCCN2N=C(SCC(=O)Nc3cccc(F)c3)SC2=N1	1	0	2	0.4	0.1	10	-3	10	-4
Cc1ccsc1/C=N/NC(=O)CNC(=O)c1c(F)cccc1Cl	9	1	-2	0.3	-0.5	11	-6	24	-4

Additional structures follow:
SMILES	MLLE-PAM2 inh	CendR NRP1 mod	MT1-MMP act inh	MsrA inhibitor	TbMetRS inhib	E coli Lon inh	FAS TE block	SKN-1 inh	MsrA act
COC(=O)c1cc(=O)nc(NN=Cc2ccco2)s1	3	-3	3	4.5	0.2	0	1	2	-7
CSc1ccccc1-c1nnc(-c2ccccc2)o1	-7	-5	-1	0.2	-0.8	-2	10	1	0
Cc1ccc(NC2CC(=O)N(CCc3ccccc3)C2=O)cc1 (stereo unspecified)	10	-2	10	1.1	0.1	0	2	-4	-2
CN(C)S(=O)(=O)c1cccc(NC(=O)COC(=O)c2cc(=O)[nH]c(=O)[nH]2)c1	3	-6	0	0.7	-0.2	-2	-10	-11	-4
COc1ccc(C=C(c2nc3ccccc3s2)c2nc3ccccc3s2)cc1O	-40	-37	-24	2.2	-0.4	1	24	7	-6
CC(=O)Nc1cc(-c2ccc(CO)cc2)cn2c(-c3cccc(C(F)(F)F)c3)cnc12	-96	-13	-1	0.0	0.2	-14	17	14	-2
COc1cccc(C=Nc2cc(C(C)C)c(O)cc2C)c1O	22	-24	6	-0.9	-0.6	1	-4	-9	-10
Cn1cnc(S(=O)(=O)Nc2ccccc2C(=O)NCC2CC2)c1	-2	3	3	-0.3	-0.4	-7	-5	1	-1
Cc1ccc(Cn2c(CN3CCOCC3)nc3c2c(=O)[nH]c(=O)n3C)cc1	0	-4	-4	-1.0	0.8	-1	-7	3	1
Cc1ccc(C(CC(=O)O)NC(=O)CCNC(=O)c2ccco2)cc1 (stereo unspecified)	10	-2	8	-0.9	-0.3	6	-6	0	-13
CCN1C(=O)[C@H]2[C@@H](c3ccc(-c4ccc5c(c4)OCO5)cc3)N[C@@](Cc3ccccc3)(C(=O)OC)[C@H]2C1=O	-11	-5	1	-0.6	-0.2	3	67*	6	-9
O=C(CCNS(=O)(=O)c1cccc(Cl)c1)OCC(=O)N1CCN(C(=O)c2ccco2)CC1	3	-10	2	1.6	-0.3	-5	-8	2	-6
COc1ccc(CN(C)C(=O)C(Cc2ccccc2)NC(=O)c2ccccc2)c(OC)c1 (stereo unspecified)	5	3	-9	1.2	-0.5	-5	8	6	-1
Cc1ccc(CN2CCN(Cc3cn[nH]c3-c3ccccc3)CC2CCO)o1 (stereo unspecified)	-9	0	-3	1.4	-0.4	-11	7	-1	1
COc1cc(NC(=O)C(F)(F)F)cc(OC)c1	-9	-10	2	-0.1	-1.0	-5	-7	-25	-6
CCCC(C)NC(=O)c1cc(Cl)ccc1OC (stereo unspecified)	0	15	0	-0.6	-0.9	-2	2	13	-3
Cc1ccc(C(=O)Nc2ccccc2N2CCCCC2)cc1[N+](=O)[O-]	-3	6	-3	-0.1	-0.4	-1	46	-3	-9
COC(=O)C1CCN(C(=O)COC(=O)c2cc([N+](=O)[O-])ccc2N2CCOCC2)CC1	2	-11	0	2.6	0.0	0	69*	-13	-4
O=C(NCc1ccc(Cl)c(Cl)c1)c1cc(C2CCCCN2C(=O)c2ccccn2)on1 (stereo unspecified)	-5	-10	-4	0.5	0.1	-16	-3	13	-5
COc1ccccc1Cn1c(C)nnc1-c1cnn(C)c1N	-18	5	-1	1.7	-0.6	-11	-3	10	-9
CCN(CC)C1=N/C(=C\c2ccc(OC)cc2)C(=O)N1c1ccccc1	-19	-20	1	0.8	-0.6	-9	20	10	20*
O=C(Nc1nc2ccccc2s1)C1CC(=O)N(c2ccc(Br)cc2)C1 (stereo unspecified)	-2	-5	-1	0.5	-0.2	-2	19	8	7
CC1(C)OC(=O)N(c2ccccn2)C1(C)O (stereo unspecified)	4	5	7	1.0	0.2	11	-9	4	2
COc1ccc(NS(=O)(=O)c2cccc(C(=O)NCC(c3ccccc3)N(C)C)c2)cc1 (stereo unspecified)	5	15	3	0.3	-0.5	1	-5	-5	-3
COc1ccc(NC(=S)N2CCN(C(=O)c3ccco3)CC2)c(OC)c1	-25	12	-4	-0.9	-0.2	-5	-5	6	1

(continued)
SMILES	MLLE-PAM2 inh	CendR NRP1 mod	MT1-MMP act inh	MsrA inhibitor	TbMetRS inhib	E coli Lon inh	FAS TE block	SKN-1 inh	MsrA act
Fc1ccc(N2CCN(Cc3ccccn3)CC2)cc1	2	6	3	3.0	-0.2	1	-2	3	-1
CC(=O)OC1CCC2C3CCC4=CC(=O)CCC4(C)C3CCC2(C)[C@]1(C)O (stereo partly specified)	-2	10	5	-1.2	-0.1	-8	9	3	-2
COc1ccccc1Cc1c(-c2ccc(Cl)cc2)nc2ccc(Br)cn12	-37	-66	-5	0.4	0.1	-40	8	11	-3
CC(=O)N1CCN(c2ccc(NS(=O)(=O)c3ccc(C)cc3)cc2)CC1	-8	11	1	0.0	0.2	8	-1	13	-2
CSc1ccccc1NC(=O)CN(c1cc(C)cc(C)c1)S(C)(=O)=O	5	8	2	-1.0	-1.0	4	-2	-12	-12
C/C(Cl)=C\Cn1c(O)c(N=O)c2ccccc21	-2	10	-1	1.4	-0.7	0	-138	3	-8
O=C(Nc1ccc(Cl)cc1)N1CCCN(Cc2ccc(F)cc2)C1	-5	-5	0	0.9	2.2	0	-2	-8	-3
CC1(C)Cc2c(cnn2-c2ccccc2)C(=O)/C1=N\NC(=O)c1ccccc1O	-1	16	-3	2.4	-0.1	-2	8	-11	-1
CC1=NOC(=O)/C1=C\c1ccc(-c2ccc(Cl)cc2Cl)o1	-1	-85	-58	-0.3	1.5	-6	-10	21	-3
CCOc1ccc(CCNC(=O)Nc2cccc(OC)c2)cc1OCC	-1	-1	1	-0.7	0.3	0	-1	2	-2
CCCc1ccc2oc(C(=O)NCc3nnc(C)o3)c(C)c2c1	21	-9	0	-1.4	-0.1	6	-4	12	-2
O=C1CCCc2ccccc2N1Cc1ccc(Cl)cc1	0	17	-1	1.1	-0.8	-2	6	-5	-5
CC(C(=O)Nc1ccc2nccnc2c1)N1C(=O)C2C3C=CC(C3)C2C1=O (stereo unspecified)	-1	-1	1	1.3	0.3	-5	0	5	0
CCn1c(SCC(=O)Nc2nc(C)c(C)s2)nnc1-c1cccnc1	6	7	3	0.5	-1.2	-2	-4	10	-8
COCCn1c(=S)[nH]c2cc(C(=O)N3CCc4ccccc43)ccc2c1=O	-62	-2	-1	1.5	0.0	-4	-2	-12	-1
O=C(CCl)Nc1cc(-c2ccccc2)nn1-c1ccccc1	4	2	-5	-1.0	-0.3	4	1	4	-1
CC(=O)c1cccc(S(=O)(=O)N2CCN(c3ccccc3F)CC2)c1	5	6	7	-0.2	-0.3	8	17	0	-1
COc1cc2ccccc2cc1C(=O)Nc1ccc(Br)cn1	2	2	1	0.0	-0.8	-2	-3	1	-6
O=C(COc1ccccc1)NNC(=O)c1cccs1	0	0	-7	0.0	-0.3	-12	-12	5	-3

Some entries already given with just MsrA inhibitor and CendR NRP1 mod:
| canonical_smiles | MsrA inhibitor | CendR NRP1 mod |
| --- | --- | --- |
| CC1(C)Cc2c(cnn2-c2ccccc2)C(=O)/C1=N\NC(=O)c1ccccc1O | 2.4 | 16 |
| CC1=NOC(=O)/C1=C\c1ccc(-c2ccc(Cl)cc2Cl)o1 | -0.3 | -85 |
